PriA SSB inh: inhibitors of Klebsiella pneumoniae PriA binding to SSB C-terminal tail, primary screen, biochemical, AlphaScreen. AlphaScreen SSBct-PriA binding, biotinylated peptide. inhibition, % at 33 µM. 430,000 compounds, 0.6% hits. AID 1272365, 2023; in the data active means inhibition mostly above about 37%, no sharp cut-off; inactive means mostly below about 20%;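 further: plate controls were negative control peptide for no effect and reference peptide for full effect; strong numbers were not always called active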
The depositor's hits bear a star; & = joins results of further samples. Not all compounds are listed (hit frequency here may not be typical).

SMILES | PriA SSB inh
COc1ccc2[nH]cc(CCNC(=O)CN3C(=O)/C(=C\c4cccs4)SC3=S)c2c1 | 24
COc1ccc(Cl)cc1C(=O)N1CC(c2nc(-c3cccc(C(F)(F)F)c3)no2)C1 | -5
COc1cccc(S(=O)(=O)NCc2ccc(C(=O)Nc3ccc4sc(C)nc4c3)cc2)c1 | -1&0
O=[N+]([O-])c1cccc(S(=O)(=O)Oc2ccc3oc4ccccc4c3c2)c1 | 9
CCn1c(SCC(=O)Nc2cccc(C(F)(F)F)c2)nnc1-c1cccn(C)c1=O | -15
COC(=O)Nc1nc(CC(=O)Nc2ccccc2SC)cs1 | 7
O=C(NCC[C@@H](CCO)c1ccccc1)Nc1c(F)cccc1F | -14
COC(=O)c1ccc(C(=O)OC)c(NC(=O)c2ocnc2C)c1 | 0
CCCCCCCCCCNS(=O)(=O)c1ccc2c(c1)C(=O)c1ccccc1C2=O | -11
O=C(CSc1ccc(F)cc1)NC[C@]1(O)CCOc2ccccc21 | -10
NC(=O)c1ccccc1OCC#CCNC(=O)c1ccc(=O)[nH]c1 | -5
COCC(=O)NCCn1ncc2c(N3CCN(c4ccc(F)cc4)CC3)ncnc21 | 9
O=C(Nc1ccc(Cl)c(C(F)(F)F)c1)c1ccc(-c2nc3ccccc3s2)s1 | -15&11
CCOC(=O)N1CCN(S(=O)(=O)c2ccc(C(=O)Nc3nc4ccc(C(C)C)cc4s3)cc2)CC1 | -24
CCOc1ccccc1NC(=O)CCCn1nc(-c2ccc(F)cc2)ccc1=O | -23
CCOC(=O)c1ccccc1NC=CC(=O)c1cccs1 | -36
O=C(Nc1ccc(-c2ccn[nH]2)cc1)c1c(F)cccc1F | -13
COc1ccc(OC)c2sc(N3CCN(C(=O)[C@@H]4COc5ccccc5O4)CC3)nc12 | -9
CC(C)S(=O)(=O)c1ccc(CC(=O)N2CCc3ccccc3C2)cc1 | -18
Cc1ccc(-c2nnc(NC(=O)Cc3cccc4ccccc34)s2)cc1 | 5
NC(=O)c1cc2ccccc2o/c1=N/NC(=O)c1ccco1 | -2
COC(=O)c1cc(OCC(=O)NCc2ccc(Cl)cc2)c2cc(OC)ccc2n1 | -8
Cn1c(=O)n(Cc2cccnc2)c(=O)c2c(N3CCN(C(=O)C4CC4)CC3)ccnc21 | -1
Cc1ccccc1-c1noc(C2CC(=O)N(c3cccc(Cl)c3)C2)n1 (configuration not stated) | -26
CC(C)CS(=O)(=O)C1CCN(C(=O)c2cc(C(C)(C)C)cc(C(C)(C)C)c2)CC1 | -3
Cc1cccc(-n2nc3c(c2NC(=O)c2cccs2)CSC3)c1 | 10
O=C(NN=Cc1ccccc1O)C1(O)c2ccccc2-c2ccccc21 | -3
CCOC(=O)c1ccccc1NC(=O)Cn1c(=O)n(CCc2ccccc2)c(=O)c2ncccc21 | -2
Cc1cc(C(=O)Nc2ccccc2C(F)(F)F)c(C)o1 | 9
O=C(COc1ccc(Cl)cc1)N1CCOC2(CCOCC2)C1 | 5
Nc1n[nH]c2c1CCCC2 | -1
O=C(CN1C(=O)CCC1=O)NCCn1ccn2nc(-c3ccco3)cc12 | -6
CC(=NNC(=O)c1cccnc1)c1ccc(-c2ccccc2)cc1 | 4
CN(C)c1cccc(C(=O)NCCCS(=O)(=O)N2CCN(c3ccc(F)cc3)CC2)c1 | -24
Cc1cc(C)n(C(=O)c2sccc2S(=O)(=O)N(C)c2ccc(F)c(F)c2)n1 | -14
COc1ccc(CC(=O)NCCc2nc(C3CC3)cc(C(F)(F)F)n2)cc1OC | -14
CCOC(=O)c1ccc(S(=O)(=O)NCCOc2cc(N3CCN(C)CC3)ncn2)cc1 | -4
CN(C)C(=O)c1n[nH]c2c1CN(S(C)(=O)=O)CC2 | -5
NS(=O)(=O)c1ccc(NN=Cc2ccc(O)cc2O)c([N+](=O)[O-])c1 | 24
c1ccc(-c2ccc(N3CCNCC3)nn2)nc1 | 100*

Quoted from above for reference:
SMILES | PriA SSB inh
COc1ccc(OC)c2sc(N3CCN(C(=O)[C@@H]4COc5ccccc5O4)CC3)nc12 | -9
CC(C)S(=O)(=O)c1ccc(CC(=O)N2CCc3ccccc3C2)cc1 | -18
Cc1ccc(-c2nnc(NC(=O)Cc3cccc4ccccc34)s2)cc1 | 5
NC(=O)c1cc2ccccc2o/c1=N/NC(=O)c1ccco1 | -2
COC(=O)c1cc(OCC(=O)NCc2ccc(Cl)cc2)c2cc(OC)ccc2n1 | -8
Cn1c(=O)n(Cc2cccnc2)c(=O)c2c(N3CCN(C(=O)C4CC4)CC3)ccnc21 | -1
Cc1ccccc1-c1noc(C2CC(=O)N(c3cccc(Cl)c3)C2)n1 (configuration not stated) | -26
CC(C)CS(=O)(=O)C1CCN(C(=O)c2cc(C(C)(C)C)cc(C(C)(C)C)c2)CC1 | -3
Cc1cccc(-n2nc3c(c2NC(=O)c2cccs2)CSC3)c1 | 10
O=C(NN=Cc1ccccc1O)C1(O)c2ccccc2-c2ccccc21 | -3
CCOC(=O)c1ccccc1NC(=O)Cn1c(=O)n(CCc2ccccc2)c(=O)c2ncccc21 | -2
Cc1cc(C(=O)Nc2ccccc2C(F)(F)F)c(C)o1 | 9
O=C(COc1ccc(Cl)cc1)N1CCOC2(CCOCC2)C1 | 5
Nc1n[nH]c2c1CCCC2 | -1
O=C(CN1C(=O)CCC1=O)NCCn1ccn2nc(-c3ccco3)cc12 | -6
CC(=NNC(=O)c1cccnc1)c1ccc(-c2ccccc2)cc1 | 4
CN(C)c1cccc(C(=O)NCCCS(=O)(=O)N2CCN(c3ccc(F)cc3)CC2)c1 | -24
Cc1cc(C)n(C(=O)c2sccc2S(=O)(=O)N(C)c2ccc(F)c(F)c2)n1 | -14
COc1ccc(CC(=O)NCCc2nc(C3CC3)cc(C(F)(F)F)n2)cc1OC | -14
CCOC(=O)c1ccc(S(=O)(=O)NCCOc2cc(N3CCN(C)CC3)ncn2)cc1 | -4
CN(C)C(=O)c1n[nH]c2c1CN(S(C)(=O)=O)CC2 | -5
NS(=O)(=O)c1ccc(NN=Cc2ccc(O)cc2O)c([N+](=O)[O-])c1 | 24
c1ccc(-c2ccc(N3CCNCC3)nn2)nc1 | 100*

(next part)
SMILES | PriA SSB inh
CCn1ccc(C(=O)N(Cc2cccnc2)c2nc3c(C(C)C)cccc3s2)n1 | -7
Cn1cnc(S(=O)(=O)N2CCC(n3c(=O)[nH]c4ccccc4c3=O)CC2)c1 | 0
COc1cc(C=NNC(N)=S)ccc1OCC(=O)N1CCOCC1 | -11
COCCCNC(=O)C(=O)Nc1ccc(Cl)cn1 | -18
O=C(c1cnn(-c2ccccc2)n1)N1C2C=CCC1CC2 (configuration not stated) | -3
Cc1ccccc1CNCC1CCCO1 (configuration not stated) | -14
COc1ccc(C2(CNC(=O)c3ccno3)CCCC2)cc1 | -21
O=S(=O)(NN=Cc1cn(-c2ccccc2)nc1-c1ccccc1)c1ccccc1 | -5
COc1ccccc1NC(=O)c1sc(=S)n(-c2cc(Cl)ccc2OC)c1N | 35
Cc1noc(Cc2ccccc2NC(=O)c2cn(C)nn2)n1 | 7
COC(=O)c1ccc(C(=O)N(CCN(C)C)c2nc3c(F)cccc3s2)cc1 | -3
COc1cc(/C=C(\C#N)c2nc(-c3ccc(-c4ccccc4)cc3)cs2)cc(Br)c1O | 5
Nc1nnc(-c2ccccn2)o1 | 22
Cc1ccc(Cl)cc1NC(=O)Cn1nc2ccc(SC(C)C)nn2c1=O | -16
NC(=O)C1CCN(C(=O)CCc2csc(NS(=O)(=O)c3ccccc3)n2)CC1 | 3
O=C(C1CCN(c2ccc(-c3ccccc3)nn2)CC1)N1CCN(c2ccc(C(F)(F)F)cn2)CC1 | -19
CC(=O)c1cccc(Nc2nc(Nc3ccc(Cl)cc3)nc(N3CCOCC3)n2)c1 | 0
O=C(O)/C=C\C(=O)NNC(=O)c1ccncc1 | -14
CN(C)S(=O)(=O)c1ccc(C(=O)NCc2nn(C3CCCC3)c3c2CCCC3)cc1 | -7
O=C(Nc1nc(CCC(=O)N2CCN(C(=O)c3ccco3)CC2)cs1)NC1CCCCC1 | -7
CC(C)OCCCNC(=O)CC1Nc2ccccc2NC1=O (configuration not stated) | -2
O=C(CCn1ccc(=O)[nH]c1=O)N1CCC(Cc2n[nH]c(=O)n2-c2ccccc2F)CC1 | -4
Cc1ccccc1OCC(=O)NN=C1CC(=O)CC(C)(C)C1 | -8
O=C1CC2(CCN(C(=O)c3cc([N+](=O)[O-])ccc3Cl)CC2)Oc2ccccc21 | 0
CCN(Cc1ccccc1)C(=O)[C@H](C)n1nc(C)ccc1=O | -9
COc1ccc(Cl)c2sc(N(CCN3CCOCC3)C(=O)c3ccno3)nc12 | -7
O=C(NCCn1ncc2c(=O)n(Cc3cccc(Cl)c3)cnc21)c1ccco1 | -2
O=C(Cc1ccc2ccccc2c1)Nc1nnc(-c2ccc(Br)s2)o1 | -10
Cc1cc(C=NNC(=O)C(=O)NCc2ccccn2)c(C)n1-c1ccccc1 | 7
Nc1ccc2c(c1)CCCN2C(=O)c1ccccc1 | 32
COC(=O)c1scc(-c2ccc(C)cc2)c1S(=O)(=O)Nc1ccc(C)cc1Br | 12
COc1ccc(NC(=O)CSc2nnc3ccc(C(=O)Nc4cccc(F)c4)cn23)cc1Cl | -10
COc1ccc2oc(-c3csc(NC(=O)Cc4cccs4)n3)cc2c1 | -2
CSc1ccc(C2N(Cc3ccccc3)CCN2Cc2ccccc2)cc1 | -9&5
Cc1cc(N)nc(Nc2ccc(C(N)=O)cc2)n1 | -6
Cc1ccc2nc(-c3ccc(NC(=O)c4ccc(=O)n(C)n4)cc3)sc2c1 | 4
COc1ccc(Nc2nn3c(=O)c4cc(OC)c(OC)cc4nc3s2)cc1 | -3
COc1ccc(CCC(=O)N2CCCC3(C2)OC(=O)c2ccccc23)cc1Br (configuration not stated) | -8
Cc1ccc2c(c1)NC(=O)c1cc(NC(=O)c3cccc(C(F)(F)F)c3)ccc1O2 | -7
COc1ccc(CNC(=O)N2CCc3c(cnc4cc(C)nn34)C2)cc1OC | -3
CC(C)(C)C(=O)NCc1ccsc1 | -12&6
COc1cc(NS(=O)(=O)c2ccc(NC(=O)CCSc3ccccc3)cc2)nc(OC)n1 | -10
CC(=NNS(=O)(=O)c1ccc(C)cc1)c1ccc(Br)s1 | -19
Cc1ccc(N2C(=O)CC(Sc3ccccc3C(=O)N3CCOCC3)C2=O)cc1 (configuration not stated) | -4
O=S(=O)(Cc1noc2ccccc12)NCc1cncc(-c2cccs2)c1 | -36
CN(C)C=Nc1c(C(=O)NCc2ccccc2)nnn1Cc1ccccc1 | -9
COc1cccc(C=NNC(=O)NN=Cc2cccc(OC)c2O)c1O | 5
O=C1CC(c2nc(-c3ccncc3)no2)CN1c1ccc2c(c1)OCO2 (configuration not stated) | 10
O=C(Nc1nc(CSCc2ccc(F)cc2)cs1)c1cccc(Br)c1 | -22&-4
Cc1nnc(NN=Cc2cc([N+](=O)[O-])c(N3CCC(C)CC3)cc2N2CCC(C)CC2)n1N | 42*
CC(C)(C)C(=O)NCCn1nc(C2CC2)cc1C1CC1 | -8
CC(C)(C)c1cc(NC(=O)c2cc(OCc3ccccc3)no2)on1 | 14
Cn1nnc2c(=O)n(Cc3ccc(F)cc3)cnc21 | -11
CN1CCC(O)C1=O (configuration not stated) | -10
COc1ccc(C=NNC(=O)C(=O)N2CCCC2)cc1 | -18
COc1ccc(Nc2nc(Cc3ccsc3)cs2)c(F)c1 | -10
CC(C)Sc1nc2c(c(=O)[nH]1)C(c1ccc(N(C)C)cc1)C1=C(CCCC1=O)N2 (configuration not stated) | 14
Cc1ccc(S(=O)(=O)c2nc(S(C)(=O)=O)sc2N[C@H]2CCS(=O)(=O)C2)cc1 | -11
O=C(c1cc2cc(F)ccc2s1)N1CCC(n2ccnn2)CC1 | -11
O=c1[nH]c(=O)n(-c2cccc3ccccc23)c(O)c1C=NN1CCCCC1c1cccnc1 (configuration not stated) | 4

Random excerpt: 2 records from the list.
SMILES | PriA SSB inh
O=C(Nc1nc(CSCc2ccc(F)cc2)cs1)c1cccc(Br)c1 | -22&-4
CC(C)(C)c1cc(NC(=O)c2cc(OCc3ccccc3)no2)on1 | 14

(cont.)
SMILES | PriA SSB inh
CSc1nc2ccc(NC(=O)CN3C(=O)CCC3=O)cc2s1 | 15
Cc1nc(NCc2ccc3c(c2)OCO3)c2c3c(sc2n1)CCCC3 | -7
CSCC(C)(O)CNC(=O)Nc1ccccc1F (configuration not stated) | -7
O=C(CSc1nccn1-c1ccc(F)cc1)Nc1ccccc1C(F)(F)F | 15
COc1ccc(SCC2CCN(C(=O)c3ccccc3SC)CC2)cc1 | 10
CC(SC1=Nc2ccccc2C2=NC(Cc3ccccc3)C(=O)N12)C(=O)NCc1cccs1 (configuration not stated) | -2
C/C(C=NNC(=O)Cc1cccn1C)=C\c1ccccc1 | 29
Cc1coc(C)c1C(=O)/C=C/c1ccc(Cl)cc1Cl | 9
O=C(c1ccc(F)c(F)c1)N1CCN(c2ccc(-c3ccco3)nn2)CC1 | 5
Cc1cccc(CC(=O)NC[C@H]2CC(=O)N(c3ccc(F)cc3)C2)c1 | 7
COc1ccc2nc(-c3cccc(NS(=O)(=O)c4ccc(OC)c(F)c4)c3)cn2n1 | -2
COc1ccc(OC)c(S(=O)(=O)Nc2ccc(-c3cn4ccccc4n3)cc2)c1 | 21
Clc1ccc2nc(Nc3ccncc3)nc(-c3ccccc3)c2c1 | -7
Cc1ccccc1C(=O)Nc1ccc(Cl)cc1C(=O)c1ccccc1Cl | -10
Cc1cccc(C(C)C)c1NC(=O)/C=C/c1cccc([N+](=O)[O-])c1 | -16
C=CCCC(=O)Nc1nc2c(s1)COCC2 | -19
O=C(NCc1nccc(N2CCCCC2)n1)c1ccc(Oc2ncccn2)cc1 | -1
O=S(=O)(NCCOc1ccc2c(c1)OCO2)c1ccc(Cl)s1 | 16
Cc1cccc(C)c1NC(=O)CSc1nnc2cc(C)c3ccccc3n12 | -15
CSc1ccccc1NC(=O)CCc1csc(NC(=O)c2cccs2)n1 | -5
NC(=O)C1Cc2ccccc2N1 (configuration not stated) | 18
CCOCC(=O)Nc1nc2c(C(F)(F)F)cccc2s1 | -25
Cc1ccc(-c2nnc(SCC(=O)NN=Cc3ccccc3C(=O)O)n2C2CCCCC2)cc1 | 9
CSCCC(C)(O)CNC(=O)c1cnc2ccccc2n1 (configuration not stated) | 6
COc1ccc(CNC(=O)CSc2n[nH]c(=O)c3cc(-c4ccc(F)cc4)nn23)cc1 | -10
C=C(C)CNC(=S)NN=Cc1ccc(N2CCOCC2)cc1 | 1
